ABHD5 PLIN5 PPI: blocks binding of human ABHD5 to perilipin-5. Split G. princeps luciferase complementation, luminescence, 4 h. inhibition, % at 4 µM. 360,000 compounds, 0.78% hits. Q00G26+Q8WTS1;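 active = inhibition above the mean inhibition across every tested compound plus 3 SD, cut at about 22% in these data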;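 note: 0% = DMSO only wells and the 100% control is not disclosed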
Target sequence (Q00G26 whole entry, looked up): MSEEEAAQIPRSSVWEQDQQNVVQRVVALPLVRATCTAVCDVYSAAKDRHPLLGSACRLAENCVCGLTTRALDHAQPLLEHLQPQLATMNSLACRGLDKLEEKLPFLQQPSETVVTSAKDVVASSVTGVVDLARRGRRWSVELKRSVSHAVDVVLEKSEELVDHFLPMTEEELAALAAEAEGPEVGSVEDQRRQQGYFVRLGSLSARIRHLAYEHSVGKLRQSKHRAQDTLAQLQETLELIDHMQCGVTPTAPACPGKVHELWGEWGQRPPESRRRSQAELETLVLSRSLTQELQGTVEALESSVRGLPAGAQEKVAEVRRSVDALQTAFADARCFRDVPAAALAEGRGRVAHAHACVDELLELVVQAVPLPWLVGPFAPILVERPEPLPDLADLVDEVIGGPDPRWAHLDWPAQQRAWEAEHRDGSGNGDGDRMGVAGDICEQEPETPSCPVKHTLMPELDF
Target sequence (Q8WTS1 whole entry, looked up): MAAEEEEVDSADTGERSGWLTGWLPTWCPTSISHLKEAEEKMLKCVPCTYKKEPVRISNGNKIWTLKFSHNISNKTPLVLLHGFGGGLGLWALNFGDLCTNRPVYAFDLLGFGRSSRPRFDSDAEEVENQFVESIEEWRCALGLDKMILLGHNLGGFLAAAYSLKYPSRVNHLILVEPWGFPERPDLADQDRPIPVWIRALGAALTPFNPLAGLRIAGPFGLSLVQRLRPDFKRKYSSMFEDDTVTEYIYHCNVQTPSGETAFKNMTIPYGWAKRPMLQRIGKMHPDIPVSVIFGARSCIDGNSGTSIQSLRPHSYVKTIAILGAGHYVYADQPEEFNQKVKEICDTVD
m5-HT2A agonist: agonists of mouse serotonin 5-HT2A receptor (HTR2A); P35363; CHO-K1 mHTR2A beta-arrestin complementation, luminescence; percent of 30 µM serotonin response; activation, % at 7.6 µM; 360,000 compounds, 0.66% hits; AID 624169;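 active = activation above a run cutoff, the mean activation of all tested compounds plus 3 SD, cut at about 14% in these data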;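 note: 0% = plate median of compound wells and 100% = 30 µM serotonin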
ABCB6 inh MLPCN: inhibitors of human ABC transporter ABCB6 | fluorescence ratio to DMSO, % at 10 µM | 360,000 compounds, 0.19% hits | AID 602162 | Q9NP58 | K562-ABCB6 porphyrin accumulation, flow cytometry, 1 h; stronger effect = lower value;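 active = fluorescence ratio to DMSO below 75%, the collection mean minus 3 SD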;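 note: signal is porphyrin accumulated inside mitochondria; 100% equals median channel fluorescence of DMSO control wells; lower ratio means ABCB6 inhibition with less porphyrin fluorescence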
MC4R barr agon: agonists of human melanocortin 4 receptor (MC4R) beta-arrestin; AID 540308; 360,000 compounds, 0.98% hits; activation, % at 8.9 µM; P32245; U2OS MC4R beta-arrestin complementation, luminescence; percent of melanotan II response, DMSO zero;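 active = activation above a per-plate cutoff, the mean activation of sample wells on that plate plus 3 SD, cut at about 8% in these data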
MC4R antagonist: antagonists of human melanocortin 4 receptor (MC4R). P32245. MC4R-expressing cells, MTII-stimulated cAMP, LANCE TR-FRET. inhibition, % at 6.5 µM. 360,000 compounds, 0.48% hits. AID 540295;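 active = inhibition above its plate's cutoff, the mean of tested wells on that plate plus 3 SD, cut at about 29% in these data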;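 note: 0% = Melanotan II alone and 100% = Melanotan II plus saturating MCL0020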
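material = U2OS cells stably expressing human melanocortin 4 receptor (MC4R) | also added = Melanotan II challenge | dosing = single nominal compound dose of 6.5 µM | detection = TR-FRET with Eu-cAMP and labeled anti-cAMP, 671 nm | replication = singlicate | timing = compound 30 min, challenge 1 h, detection 1 h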
PDI turbidity: blocks human protein disulfide isomerase activity | 350,000 compounds, 0.052% hits | PDI insulin aggregation turbidity, A650, 90 min | inhibition, % at 10 µM;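 active = mean inhibition across replicates of 30% or more, whatever share of single replicates reach that level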;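 note: absorbance from insulin aggregation driven by PDI reduction with DTT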
CaV13 ICDI inh: Primary screen for inhibitors of IQ motif and Ca2+-dependent inactivation inhibitor domain binding in CACNA1D, Förster resonance energy transfer in living cells, … | HEK cells, CFP/YFP FRET ICDI-IQ, plate reader, 10 min; percent FRET-ratio fall versus neutral wells | 340,000 compounds, 0.098% hits | inhibition, % at 12.3 µM;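 active = mean replicate inhibition of at least 30% and at least 1% of replicates passing that level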;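 note: 0% = median of the neutral control wells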
H9c2 protect: modulators protecting cardiomyocytes from myocardial damage; protection from H2O2 cell death, % at 20 µM; 360,000 compounds, 0.63% hits; H9c2 cardiomyocytes, H2O2 injury protection, ATPLite, 2 h;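 active = compounds giving at least 50% protection of heart cells from peroxide-induced death in the single-dose screen, raw or plate-pattern-corrected value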;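 note: 0% = DMSO wells with peroxide and 100% = DMSO wells without peroxide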
N-glyco inh: N-linked glycosylation inhibition. D54 ERlucT glycosylation luciferase reporter, 24 h; percent of 100 nM tunicamycin response. reporter increase, % at 12.5 µM. 360,000 compounds, 0.23% hits. AID 588692;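 active = mean luciferase reporter signal, scaled so untreated is 0 and the glycosylation-blocking control 100, at or above a set limit in every replicate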;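 note: luciferase carries N-glycosylation sites so blocking glycosylation raises the light; 0% = median of neutral control wells and 100% = median of 100 nM tunicamycin wells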
Exocytosis inh: blocks lytic granule exocytosis | 360,000 compounds, 0.66% hits | TALL-104 LAMP-1 surface exposure, flow cytometry; cells stimulated with thapsigargin and PMA | AID 651702 | inhibition, % at 10 µM;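 active = inhibition above about 55%, limit read from the data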
Active calls of the source: *; . = no result given. This is a random part of the collection (roughly 4.2% active in at least one column).

SMILES	ABHD5 PLIN5 PPI	m5-HT2A agonist	ABCB6 inh MLPCN	MC4R barr agon	MC4R antagonist	PDI turbidity	CaV13 ICDI inh	H9c2 protect	N-glyco inh	Exocytosis inh
NS(=O)(=O)c1ccc(N=Nc2c(=O)[nH]n3c(=O)c4c([nH]c23)CCCC4)cc1	7	2	105	-3.5	-23	-3	-6	4	1	2
CC1CN(C(=O)c2cccc(NS(=O)(=O)c3ccc(Br)cc3)c2)CC(C)O1 (centres undefined)	-3	-4	98	0.4	14	1	-12	-6	6	8
CCOC(=O)c1ccc(NC(=S)NNC(C)(C)C)cc1	-7	2	99	0.4	7	-5	-4	9	8	12
COc1ccc(NC(=O)C2C3C=CC(C3)C2C(=O)NCc2ccco2)c(OC)c1 (centres undefined)	10	4	99	-0.3	-1	0	0	1	0	1
COc1cccc(OC)c1-c1nn2c(-c3ccccc3Cl)nnc2s1	-1	-3	98	-1.5	-15	-3	-3	2	2	2
Cc1cccc(N(CC(=O)Nc2ccc(-c3nc4ccc(C)cc4s3)cc2)S(C)(=O)=O)c1	3	1	98	2.0	28	1	.	-12	-6	68*
COc1ccc([C@]2(C(C)C)ON(c3ccccc3C(F)(F)F)C2=O)cc1	-9	-3	107	2.0	0	2	-10	-8	0	11
CC(C)(C)[C@@H]1COC(=O)[C@@H](NC(=O)OCC2c3ccccc3-c3ccccc32)C/C=C\C[C@@H](CC(=O)NCCO)C(=O)N1	-1	2	96	-1.5	4	-2	-5	-9	2	-6
Cc1ccc2c(CC(=O)NNC(=O)c3ccccc3O)coc2c1	6	6	100	-1.1	1	-4	-15	40	1	-4
Cc1cc(C)n2nc3nc4c(cc3c2n1)CCCC4	-6	3	126	0.9	10	-1	-3	8	0	6
O=C(Cc1cccs1)Nc1nnc(SCc2ccc(F)cc2)s1	-15	5	97	-0.1	10	-8	-3	-4	-1	1
C=C1CCC[C@]2(C)C[C@H]3OC(=O)C(CN(Cc4ccc(OC)c(OC)c4)CC(C)O)[C@H]3CC12 (some centres undefined)	11	1	99	-1.4	14	7	-19	2	-9	11
Cc1cc(=O)oc2cc(OCC(=O)Nc3ccc(CN4CCOCC4)cc3)ccc12	-2	-1	101	0.2	15	-5	-2	3	0	8
CCN1CCN(C(=O)CCN2C(=O)COc3ccc(C)cc32)CC1	4	0	92	-0.2	1	3	-6	2	-1	-1
O=C(Nc1ccc(Cl)c(C(F)(F)F)c1)c1ccco1	-10	-2	104	-0.7	5	-2	-5	-10	0	-2
COc1ccc(-c2cc(C(F)(F)F)n3ncc(C(=O)N4CCCCC4c4cccnc4)c3n2)cc1 (centres undefined)	3	0	92	1.4	-1	-1	8	17	0	-2
Cc1cc(C(=O)OCC(=O)N2CC(C)CC(C)C2)c(C)o1 (centres undefined)	2	10	90	-2.5	14	11	0	4	-1	-2
COc1ccc(S(=O)(=O)N2CCN(C)CC2)cn1	-6	1	95	-0.9	3	-3	-5	0	1	-3
O=S(=O)(NCC(Nc1ccc(Cl)cc1)c1ccccc1)c1ccccc1 (centres undefined)	-16	0	95	0.4	17	2	-4	-12	-5	-1
COc1ccc(NS(=O)(=O)c2cccc(C(=O)N3CCN(C/C=C/c4ccccc4)CC3)c2)cc1	-2	0	96	0.4	11	5	-4	-4	-3	6
Cc1ccc(NC(=O)Cn2nnc3ccccc3c2=O)cc1C	2	3	99	-2.0	4	6	-6	5	-1	3
Cc1ccc(S(=O)(=O)c2c(N)n(Cc3ccco3)c3nc4ccccc4nc23)cc1C	28*	-1	97	0.1	6	8	-5	-8	-2	3
CC(=O)Oc1ccc(C(=O)O)c(OC(C)=O)c1	-1	-4	96	-2.9	4	6	-5	0	1	-5
CC(C)OC(=O)c1ccccc1C(=O)c1ccc(N)c([N+](=O)[O-])c1	2	-5	99	-3.0	6	-1	10	2	1	0
O=C(NCCSCc1ccccc1)c1ccc(F)cc1	-3	1	96	-0.9	-1	13	-5	-3	1	0
COc1ccc(C(=O)Nc2ncccc2C)cc1S(=O)(=O)N1CCCc2ccccc21	-10	2	101	-1.0	-1	-5	-6	-2	-2	1
Cc1ccc(C)c(NC(=S)N2CCN(S(=O)(=O)c3ccccc3)CC2)c1	2	0	94	-1.0	-3	-3	-5	4	0	-4
CCn1c(SCC(=O)NNC(=O)c2ccc(OC)cc2)nnc1-c1cccnc1	7	4	98	-1.5	-1	0	4	6	1	0
Clc1ccc(OCCCc2nc(-c3cccnc3)no2)c(Cl)c1	-1	-4	97	-2.6	-7	7	-5	-13	2	3
Cc1ccc2c(=O)[nH]c(Cc3ccccc3C(=O)O)nc2c1	3	15*	94	-0.5	3	13	2	2	2	-4
Cc1cc(C(O)c2ncc(-c3ccccc3F)[nH]2)ccc1F (centres undefined)	3	4	98	0.1	0	-6	-5	-10	0	0
CN1OC[C@@H]2CN(C(=O)CCc3ccccc3)[C@H](c3ccc(-n4ccnc4)cc3)C[C@@H]21	4	-2	97	.	.	.	-6	1	3	0
Cc1ccc(NC(=O)c2cncc(Br)c2)nc1	6	3	88	2.4	1	-5	-2	2	-5	2
CC(C)c1ccc(NC(=S)N2CCN(S(=O)(=O)c3ccccc3)CC2)cc1	-1	-2	98	-1.9	11	-2	-3	0	-1	65*
Cc1ccc(NC(=O)CSCc2nc3c(nnn3Cc3ccc(F)cc3)c(=O)[nH]2)c(C)c1	6	1	98	1.3	-3	-1	-19	-2	-1	1
COc1ccc(NC(=S)Nc2ncccc2C)c(OC)c1	0	9	98	-2.4	3	8	-8	-6	2	-2
O=C(O)c1cccc(NC(=O)c2ccccc2)c1	3	-1	98	-1.5	7	5	-2	1	2	-1
CC(=O)c1c(C)[nH]c(C(=O)COc2ccc(C#N)cc2)c1C	-4	-3	93	-1.1	2	-5	-5	-4	3	3
CCc1ccc(OCC(O)CN2CCN(c3ccc(OC)cc3)CC2)cc1 (centres undefined)	-1	-7	99	-1.1	5	11	-2	0	2	-11
C=CCN(C(=O)c1csnn1)C(C(=O)NCc1ccccc1)c1ccccc1F (centres undefined)	-1	9	99	0.8	2	4	-2	9	0	8
Cc1noc(N)c1C(=O)Nc1ccc(C(C)(C)C)cc1	0	-4	98	-1.0	5	17	-3	-20	1	-3
CC(NC(=O)C1CCC(CNC(=O)[C@@H]2Cc3ccccc3CN2)CC1)c1ccccc1 (some centres undefined)	0	-4	104	0.5	17	1	-2	-4	0	-1
CCC(=O)NC(=S)Nc1cccc(-c2nc3ncccc3o2)c1	-8	0	89	-2.7	1	1	-4	-4	2	5
CN(C)c1ccc(C=c2c3ccccc3n3c2c2c([n+]3C)CCCC2)cc1	29*	-1	261	-1.7	-23	-14	-7	-20	70*	70*
Cc1nc(-c2ccc(NC(=O)c3cccs3)cc2)cs1	-6	-3	85	-2.9	4	5	-4	-26	-15	2
COc1cccc(NC(=O)CN(C)C(=O)c2cc(C)oc2C)c1	-2	8	96	-2.9	1	1	-6	3	0	6
CCOC(=O)N1CCN(C(=O)COC(=O)c2cccc(C)c2[N+](=O)[O-])CC1	4	3	98	-1.5	-1	-2	-3	4	1	-1
Cc1cccc(NC(=O)c2cccc(N3C(=O)C4C5C=CC(C6CC56)C4C3=O)c2)c1 (centres undefined)	-1	-6	96	-3.7	6	19	-5	-8	3	2
Cc1ccc(C(NC(=O)Nc2ccccn2)C(Cl)(Cl)Cl)cc1F (centres undefined)	0	7	98	2.3	5	-5	-2	-8	1	-8
O=C(/C=C/c1ccc(Cl)cc1Cl)NCCSc1ccccc1	-10	-7	95	-2.0	7	1	-6	-8	-1	-5
C[C@@H]1CN([C@H](C)CO)C(=O)CCCn2cc(nn2)CO[C@H]1CN(C)C(=O)Nc1cccc(F)c1	3	3	97	-0.5	-2	-3	-3	6	1	0
CCN(CC(=O)NCc1ccccc1Cl)CC(=O)Nc1c(F)cccc1F	5	1	94	0.7	4	6	-6	0	-1	-12
O=C(CCc1ccccc1)NCCC1=CCCCC1	4	-2	105	2.1	11	12	-5	1	0	27
CC1(C)Cc2c(C#N)c(NCCN3CCOCC3)nc(-c3ccco3)c2CO1	6	-1	94	-0.9	5	-5	-5	4	1	-2
Cc1ccc(S(=O)(=O)NCCNc2ccc([N+](=O)[O-])cc2C(F)(F)F)cc1	0	-4	103	1.4	-2	-5	-4	-6	-2	1
Nc1c(NC2CCCCC2)c2ccccc2oc1=O	-5	-5	110	-1.2	-8	-1	-7	-6	-3	10
COc1ccc(CC(=O)Nc2nn(C)c3nc4c(C)cccc4cc23)cc1	-4	5	104	1.2	1	-3	-20	-3	0	-3
CC(C)[C@H](NC(N)=O)C(=O)Nc1cccc([N+](=O)[O-])c1	-2	1	97	0.8	11	-2	-6	3	1	3
NNC(=O)Cn1c(-c2ccccc2)cc(=O)n2ncnc12	1	0	94	1.7	10	-5	-14	9	1	-3
O=C(COC(=O)c1ccc[nH]c1=O)NC1CC1	-2	1	97	-1.1	-2	-9	-3	0	0	1
Next part
SMILES	ABHD5 PLIN5 PPI	m5-HT2A agonist	ABCB6 inh MLPCN	MC4R barr agon	MC4R antagonist	PDI turbidity	CaV13 ICDI inh	H9c2 protect	N-glyco inh	Exocytosis inh
Cc1ccc(C)c(NC(=O)Cc2nc(CNCC(C)C)cs2)c1	1	-4	100	-2.4	2	-10	-4	4	-5	-7
COc1cc([N+](=O)[O-])ccc1-c1ccc(C(=O)Nc2ccc(NC(C)=O)cc2)o1	-2	3	99	-1.6	6	1	-5	6	1	-4
O=C(CN(Cc1ccccc1)C(=O)CNS(=O)(=O)c1ccc(F)cc1)NCC1CCCO1 (centres undefined)	-2	7	96	2.1	6	-6	-3	5	0	-9
COc1ccc(S(=O)(=O)N2CCc3ccccc32)cc1[N+](=O)[O-]	0	-5	93	-1.9	10	0	-19	-16	-3	17
O=C(c1ccc(Cl)c(Cl)c1)N1CCC(=O)N(C(COCc2ccccc2)Cc2ccccc2)CC1 (centres undefined)	6	1	98	-0.6	0	3	-7	0	-1	-5
Cc1ccc(S(=O)(=O)N(C)C[C@H]2Oc3cc(Br)ccc3S(=O)(=O)N([C@H](C)CO)C[C@@H]2C)cc1	-8	-3	100	-1.2	2	-10	-3	-6	2	0

Source: PubChem BioAssay (several laboratories)
